PvdQ inh: P. aeruginosa PvdQ acylase inhibitors, primary screen, biochemical, fluorescence, plate reader and imaging, single point; PvdQ acylase [Pseudomonas aeruginosa LESB58]; purified PvdQ acylase; inhibition, % at 10 µM; 340,000 tested, 0.063% active; AID 488965, 2010; in the data active = inhibition above about 30%, passing the limit was not always enough;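 also: 0% = vehicle neutral wells and 100% = reference inhibitor wells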
dFosB act: activators of delta FosB homodimer, primary screen, biochemical, fluorescence polarization, TAMRA-CDK5 oligo, single point; Protein FosB (Mus musculus), P13346; purified delta FosB; percent of positive-control signal above neutral wells; activation, % at 25 µM; 340,000 tested, 0.99% active;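 active = mean activation above about 17%, with every replicate also reaching it, limit read from the data, passing the limit was not always enough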;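 also: fluorescence polarization rise as delta FosB binds a TAMRA Cdk5 AP-1 oligo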
Target sequence (P13346 whole entry, looked up): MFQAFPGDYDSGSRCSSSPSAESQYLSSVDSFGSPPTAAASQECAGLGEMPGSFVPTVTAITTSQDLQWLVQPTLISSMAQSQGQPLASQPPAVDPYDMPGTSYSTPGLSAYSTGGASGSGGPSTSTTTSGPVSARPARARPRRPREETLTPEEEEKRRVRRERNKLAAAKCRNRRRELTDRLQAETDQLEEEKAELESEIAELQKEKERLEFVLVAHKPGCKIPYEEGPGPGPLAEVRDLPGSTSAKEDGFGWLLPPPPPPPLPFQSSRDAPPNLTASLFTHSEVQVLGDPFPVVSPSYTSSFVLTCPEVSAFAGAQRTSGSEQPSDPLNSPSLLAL
Wnt act: Wnt/beta-catenin pathway activators, primary screen, cell-based, plate reader, single point. Wnt/beta-catenin reporter cell assay, activator. activation, % at 9.35 µM. 300,000 tested, 1.2% active. AID 743398, 2014; in the data active = activation above about 30%, passing the limit was not always enough;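 also: 0% = neutral control wells and 100% = positive control wells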
SR-BI HDL uptake: inhibitors of SR-BI mediated HDL lipid uptake, primary screen, ldlA[mSR-BI] cells, fluorescence, single point. ldlA[mSR-BI] CHO cells, DiI-HDL uptake fluorescence, 3 h. inhibition, % at 12.5 µM. 320,000 tested, 0.96% active. AID 488896, 2010;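 active = mean replicate inhibition of at least 70% and a set share of replicates each scoring 70 or more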;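 also: 0% = median of neutral control wells and 100% = median of positive control wells; values of inactives mirror those of a sister screen read the other way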
Target sequence (Q61009 whole entry, looked up): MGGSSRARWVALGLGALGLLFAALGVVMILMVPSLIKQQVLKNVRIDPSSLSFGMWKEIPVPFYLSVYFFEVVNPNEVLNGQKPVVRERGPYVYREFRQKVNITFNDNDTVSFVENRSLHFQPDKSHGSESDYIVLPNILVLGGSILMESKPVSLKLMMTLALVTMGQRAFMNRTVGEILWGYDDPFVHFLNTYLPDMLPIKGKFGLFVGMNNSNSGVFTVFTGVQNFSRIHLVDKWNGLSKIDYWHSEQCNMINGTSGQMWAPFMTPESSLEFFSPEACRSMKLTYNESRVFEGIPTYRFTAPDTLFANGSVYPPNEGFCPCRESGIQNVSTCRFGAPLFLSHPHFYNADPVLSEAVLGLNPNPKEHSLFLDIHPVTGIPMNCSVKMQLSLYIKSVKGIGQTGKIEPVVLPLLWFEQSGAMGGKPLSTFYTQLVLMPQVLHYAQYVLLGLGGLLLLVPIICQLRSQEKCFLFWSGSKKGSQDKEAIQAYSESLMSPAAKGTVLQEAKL
SR-BI DiI-HDL act: activators of SR-BI mediated DiI-HDL uptake, primary screen, ldlA[mSR-BI] CHO cells, DiI fluorescence. 3 h; 100 = double the neutral-control signal. activation, % at 12.5 µM. 320,000 tested, 0.096% active;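 active = mean replicate activation of at least 60% and every replicate at or above 60%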;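 also: 0% = median plate neutral-control signal and 100% = twice that signal; values of inactives mirror those of a sister screen read the other way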
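System: CHO ldlA[mSR-BI] cells / Medium: HEPES-buffered (25 mM, pH 7.4) F12 plus 0.5% BSA / Probe or stimulus: labelled HDL, 10 µg/mL / Doses: single compound concentration, delivered by pin transfer / Schedule: 3 h, 37 °C / Measured by: DiI fluorescence, bottom read / Measure: cell-associated DiI fluorescence as measure of HDL uptake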
Rtt109 HAT inh: inhibitors of C. albicans Rtt109/Vps75 HAT, primary screen, biochemical, ThioGlo CoA-SH fluorescence, plate reader. purified Rtt109/Vps75, 4 h. inhibition, % at 34.9 µM. 330,000 tested, 0.16% active. AID 540336, 2011;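 active = inhibition of at least 50% in every replicate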
HTR5A ag ctr: HTR5A agonists in luminescence cell assay, primary screen, counter-screen for OPRM1-OPRD1 heterodimer agonist project, full-deck HTS; cell-based; activation, % at 9.3 µM; 340,000 tested, 0.61% active; AID 504692, 2011; in the data active = activation mostly above about 9.5%, no sharp cut-off; inactive = mostly below about 7.6%;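 also: 0% = cells with vehicle only and 100% = reference agonist; strong numbers were not always called active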
MITF act: activators of MITF-driven TRPM1 promoter reporter, primary screen, cell-based, SK-MEL-5, luciferase, single point; SK-MEL-5 TRPM1-promoter luciferase, 24 h; % of positive control, neutral wells = 0; activation, % at 12.5 µM; 300,000 tested, 0.75% active;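 active = mean activation of at least 80% with every replicate also reaching 80%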;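 also: 0% = neutral control wells and 100% = parthenolide positive control wells; values of inactives mirror those of a sister screen read the other way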
cardiac RTF act: cardiac RTF calcium sensitivity activators, primary screen, biochemical, IANBD-TnC fluorescence, EC20 calcium; Troponin I, cardiac muscle (Homo sapiens) + Troponin T, cardiac muscle (Homo sapiens) + …; IANBD-labeled TnC RTF fluorescence at EC20 calcium; 0% EC20 calcium, 100% full calcium; activation, % at 7.2 µM; 340,000 tested, 0.24% active; AID 493008, 2010;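 active = activation above the mean over all tested compounds plus 3 SD, cut at about 30% in these data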;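 also: rise in fluorescence read as greater calcium sensitivity of cardiac thin filaments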
CDK5 p35 inh: inhibitors of human CDK5/p35 kinase, primary screen, biochemical, single concentration | Cyclin-dependent kinase 5 (Homo sapiens) + Cyclin-dependent kinase 5 activator 1 (Homo … | inhibition, % at 10 µM | Recombinant CDK5/p35, ADP-Glo luminescence, 60 min | 330,000 tested, 0.01% active;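 active = highest replicate inhibition of at least 50% and at least 75% of replicates reaching 50%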;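 also: plate controls were DMSO neutral control for no effect and GW8510 at 10 µM for full effect; many of its hits are not listed in these tables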
Starred values were filed as active, the others as inactive; · = no result given.

Short keys – A = PvdQ inh; B = dFosB act; C = Wnt act; D = SR-BI HDL uptake; E = SR-BI DiI-HDL act; F = Rtt109 HAT inh; G = HTR5A ag ctr; H = MITF act; I = cardiac RTF act; J = CDK5 p35 inh
C[C@H](NS(=O)(=O)c1ccc(Cl)cc1)C(=O)OCC(=O)c1ccc[nH]1
  A: 11 | B: -7 | C: 17 | D: · | E: · | F: 7 | G: -7 | H: -12 | I: 1 | J: 8.6

CN(CC(=O)Nc1ccccc1C(=O)Nc1ccccc1)C1CCCCC1
  A: -17 | B: -6 | C: -2 | D: -6 | E: 6 | F: -2 | G: 1 | H: · | I: -2 | J: 0.5

O=C(N/C=C/c1ccc(Cl)cc1)NCc1ccc(Cl)cc1
  A: -14 | B: -9 | C: · | D: 17 | E: -17 | F: -3 | G: 4 | H: 6 | I: 3 | J: 0.0

COc1ccc(-c2nc(S(=O)(=O)c3ccc(C)cc3)c(N3CCCC3)o2)cc1
  A: -7 | B: -3 | C: · | D: -5 | E: 5 | F: -5 | G: 0 | H: 14 | I: 2 | J: -2.2

Cc1c(Br)c(C(=O)NCc2cc3cc(Cl)ccc3[nH]2)nn1C
  A: -7 | B: -16 | C: -2 | D: 39 | E: -39 | F: 3 | G: 3 | H: -2 | I: 6 | J: -0.5

CCC1(c2ccc(F)cc2)NC(=O)N(CC(=O)Nc2ccc(C)c(S(=O)(=O)N3CCOCC3)c2)C1=O (stereo unspecified)
  A: 0 | B: -8 | C: -1 | D: 23 | E: -23 | F: 23 | G: -4 | H: 3 | I: 3 | J: -0.2

O=C(NNC(=S)NC1CCCCC1)c1ccc(Cl)s1
  A: -6 | B: -1 | C: 12 | D: 1 | E: -1 | F: 2 | G: 3 | H: 15 | I: -2 | J: 0.8

O=C(O)Cn1ccnc1
  A: -7 | B: -11 | C: · | D: 5 | E: -5 | F: 3 | G: 1 | H: -3 | I: 0 | J: -2.7

COc1cccc(C(=O)N(Cc2cc3cc(C)ccc3[nH]c2=O)CC2CCCO2)c1 (stereo unspecified)
  A: 5 | B: -14 | C: · | D: -17 | E: 17 | F: 26 | G: 0 | H: · | I: -1 | J: -2.6

Cc1ccc2cc(S(=O)(=O)NCCCC(=O)O)ccc2c1
  A: -5 | B: 5 | C: · | D: -13 | E: 13 | F: -5 | G: 3 | H: 3 | I: -1 | J: 1.9

Cc1ccc2occ(/C=N/NC(=O)c3ccc(Cl)cc3)c(=O)c2c1
  A: -6 | B: 8 | C: 0 | D: 0 | E: 0 | F: 5 | G: 3 | H: -6 | I: -3 | J: -0.3

Cc1ccc(NC(=O)CCCC(=O)OC(C)C(=O)c2ccccc2)cc1 (stereo unspecified)
  A: -9 | B: -5 | C: -3 | D: 11 | E: -11 | F: 4 | G: -2 | H: -8 | I: -1 | J: 0.9

CN1CCN(S(=O)(=O)c2cccc(C(=O)Nc3cccc(S(N)(=O)=O)c3)c2)CC1
  A: -14 | B: -1 | C: 0 | D: · | E: · | F: 3 | G: 12 | H: 4 | I: -9 | J: 0.3

Cc1ccc(NC(=O)C2CCCN2C(=O)OCc2ccccc2)cc1C (stereo unspecified)
  A: -21 | B: -7 | C: 0 | D: -67 | E: · | F: 12 | G: 0 | H: -13 | I: -3 | J: -2.2

C=CCN(CC=C)C(=O)c1ccc(OC2CCN(C(C)=O)CC2)c(OC)c1
  A: -16 | B: -5 | C: 0 | D: -8 | E: 8 | F: -4 | G: -2 | H: 9 | I: -5 | J: -2.2

Random excerpt: 3 entries already listed.
Short keys – A = PvdQ inh; B = dFosB act; C = Wnt act; D = SR-BI HDL uptake; E = SR-BI DiI-HDL act; F = Rtt109 HAT inh; G = HTR5A ag ctr; H = MITF act; I = cardiac RTF act; J = CDK5 p35 inh
Cc1ccc(NC(=O)C2CCCN2C(=O)OCc2ccccc2)cc1C (stereo unspecified)
  A: -21 | B: -7 | C: 0 | D: -67 | E: · | F: 12 | G: 0 | H: -13 | I: -3 | J: -2.2

C[C@H](NS(=O)(=O)c1ccc(Cl)cc1)C(=O)OCC(=O)c1ccc[nH]1
  A: 11 | B: -7 | C: 17 | D: · | E: · | F: 7 | G: -7 | H: -12 | I: 1 | J: 8.6

COc1cccc(C(=O)N(Cc2cc3cc(C)ccc3[nH]c2=O)CC2CCCO2)c1 (stereo unspecified)
  A: 5 | B: -14 | C: · | D: -17 | E: 17 | F: 26 | G: 0 | H: · | I: -1 | J: -2.6

Ordered by the number under Wnt act (ascending): some entries from above
Compound	Wnt act
Cc1ccc(NC(=O)CCCC(=O)OC(C)C(=O)c2ccccc2)cc1 (stereo unspecified)	-3
CN(CC(=O)Nc1ccccc1C(=O)Nc1ccccc1)C1CCCCC1	-2
CCC1(c2ccc(F)cc2)NC(=O)N(CC(=O)Nc2ccc(C)c(S(=O)(=O)N3CCOCC3)c2)C1=O (stereo unspecified)	-1
Cc1ccc(NC(=O)C2CCCN2C(=O)OCc2ccccc2)cc1C (stereo unspecified)	0
O=C(NNC(=S)NC1CCCCC1)c1ccc(Cl)s1	12

(list continues)
Short keys – A = PvdQ inh; B = dFosB act; C = Wnt act; D = SR-BI HDL uptake; E = SR-BI DiI-HDL act; F = Rtt109 HAT inh; G = HTR5A ag ctr; H = MITF act; I = cardiac RTF act; J = CDK5 p35 inh
CN(CC(=O)N1CCN(C2CCCCC2)CC1)S(=O)(=O)c1cccc2nsnc12
  A: 6 | B: -6 | C: · | D: 12 | E: -12 | F: 4 | G: 0 | H: · | I: -1 | J: -0.5

CCOC(=O)CN1CC(C)(C)N(CC(=O)OCC)CC1(C)C
  A: -10 | B: 6 | C: -6 | D: 0 | E: 0 | F: -3 | G: -2 | H: -3 | I: -3 | J: 0.7

CC(=O)c1cccc(NC(=O)CSC(=O)c2ccccc2)c1
  A: -9 | B: -3 | C: · | D: -17 | E: 17 | F: 3 | G: 2 | H: -14 | I: 6 | J: -0.4

CC(C(=O)N=Nc1c(O)[nH]c2ccccc12)n1cnc2ccccc2c1=O (stereo unspecified)
  A: -10 | B: -1 | C: · | D: -12 | E: 12 | F: 8 | G: 2 | H: -15 | I: -3 | J: 1.7

CC(C)(C)c1ccc(/C=C(\c2nc3ccccc3[nH]2)S(=O)(=O)c2ccccc2)cc1
  A: -14 | B: 5 | C: · | D: · | E: · | F: 17 | G: -2 | H: -90 | I: -3 | J: -0.8

Cc1cc(NS(=O)(=O)c2ccc(NC(=O)COc3ccccc3C(C)C)cc2)no1
  A: 11 | B: -3 | C: -8 | D: -16 | E: 16 | F: 3 | G: 3 | H: · | I: 0 | J: 7.0

CCCN(CCC)CCNC(=O)C1CCN(Cc2nc(-c3ccc(Cl)cc3)oc2C)CC1
  A: 10 | B: -1 | C: -3 | D: 3 | E: -3 | F: 3 | G: -2 | H: -25 | I: -2 | J: 0.2

NC(=O)c1c(NC(=O)CCCn2cnc([N+](=O)[O-])n2)sc2c1CCCC2
  A: -5 | B: -1 | C: 1 | D: 15 | E: -15 | F: 3 | G: 0 | H: -11 | I: 1 | J: 0.6

Cc1ccc(N2C(=O)N3[C@@H]4c5ccccc5OC[C@@H]4[C@@H](c4ccccc4)[C@@]3(C)C2=O)cc1
  A: -12 | B: 1 | C: 0 | D: 33 | E: -33 | F: 1 | G: -2 | H: 15 | I: 0 | J: -0.6

O=C(O)c1ccc2c(c1)C(=O)N(c1ccc(Cl)cn1)C2=O
  A: -8 | B: -7 | C: -3 | D: -9 | E: 9 | F: 14 | G: 11 | H: 8 | I: 1 | J: 1.6

CC(C)(C)C(=O)Cn1c(=N)n(Cc2ccccc2Cl)c2ccccc21
  A: -22 | B: -9 | C: 0 | D: 20 | E: -20 | F: -1 | G: -3 | H: 5 | I: 1 | J: 1.8

Clc1cccc(OCCCCN2CCCCC2)c1
  A: 1 | B: -8 | C: -2 | D: -5 | E: 5 | F: -8 | G: -2 | H: · | I: 2 | J: -2.7
